KKLEB tox – counter-screen for CF NF-kB inhibitors: cytotoxicity; AID 602141; 360,000 compounds, 0.36% hits; activity change (cytotoxicity), % at 5 µM; KKLEB CF airway cells viability, ATPlite luminescence, overnight; active compounds read low; cells stimulated with P. aeruginosa culture filtrate;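 active = corrected activity change at or below -50% at 5 µM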
hiPSC survival – enhancers of human iPSC single-cell survival | hiPSC single-cell survival, ATPlite luminescence; 100% = ROCK inhibitor wells, 0% = DMSO | survival enhancement, % at 20 µM | 360,000 compounds, 0.044% hits; in the data active = survival enhancement above about 18%;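 note: cells exposed to compounds for 16 hours before the ATP read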
NR2E3 ag-1 – activates human photoreceptor nuclear receptor NR2E3; Q9Y5X4; GST-NR2E3/biotin-RetCOR TR-FRET, 1536-well; inhibition of corepressor binding, % at 4.78 µM; 320,000 compounds, 0.12% hits; AID 2300;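 active = percent inhibition above the cutoff of mean plus 3 SD of all tested compounds, set per screening campaign, cut at about 20% in these data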;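 note: 0% = DMSO wells and 100% = biotin wells as full block of FRET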
Target sequence (Q9Y5X4 whole entry, looked up): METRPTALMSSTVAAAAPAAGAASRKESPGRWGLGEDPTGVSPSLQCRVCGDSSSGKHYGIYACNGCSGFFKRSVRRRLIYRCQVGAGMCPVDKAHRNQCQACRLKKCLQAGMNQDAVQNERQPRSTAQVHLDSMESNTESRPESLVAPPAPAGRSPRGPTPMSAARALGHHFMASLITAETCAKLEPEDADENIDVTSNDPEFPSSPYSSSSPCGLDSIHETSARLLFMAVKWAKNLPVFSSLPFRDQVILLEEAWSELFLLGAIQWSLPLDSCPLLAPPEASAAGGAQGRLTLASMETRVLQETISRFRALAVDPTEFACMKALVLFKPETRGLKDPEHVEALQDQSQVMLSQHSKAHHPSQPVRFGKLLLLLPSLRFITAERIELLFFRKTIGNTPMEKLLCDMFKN
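Material: NR2E3–RetCOR corepressor complex | Quantity: 1.35 nM GST-tagged NR2E3 final | Schedule: 5 h at 4 °C | Replication: Singlicate compound wells | Reagent: RetCOR corepressor, biotinylated, 7 nM | Controls: Biotin wells as high control, 0.6% DMSO wells as low control | Signal: TR-FRET, Eu(K)-anti-GST donor, streptavidin-D2 acceptor, ex 340, em 617/671 nm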
NR2E3 ag-2 – activates human NR2E3 receptor; Q9Y5X4; CHO-S Gal4-NCOR/VP16-NR2E3 two-hybrid, luciferase; inhibition of corepressor binding, % at 3.98 µM; 360,000 compounds, 0.35% hits; AID 602229;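 active = inhibition above the mean of all tested compounds plus 3 SD, cut at about 70% in these data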;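 note: 0% = DMSO with NR2E3 transfected cells and 100% = cells lacking NR2E3 construct; higher means lower luciferase signal from less NR2E3 corepressor binding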
TWEAK-Fn14 inh – TWEAK-Fn14 signaling inhibition; TWEAK-stimulated Fn14 reporter cells, luciferase luminescence, 8 h; inhibition, % at 10 µM; 360,000 compounds, 2% hits; AID 1159606; in the data active = inhibition above about 50%
HIF-2a inh – inhibitors of HIF-2a | 786-0 RCC cells HIF-2a reporter, luciferase luminescence, overnight | inhibition, % at 18.8 µM | 360,000 compounds, 0.72% hits | AID 624352;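 active = inhibition of the luminescence signal of 40% or more relative to plate controls, in a single-dose primary screen at 18.75 µM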
aDG glyco act – increases alpha dystroglycan glycosylation. activation, % at 10 µM. 360,000 compounds, 0.22% hits. Pro5-aDG cells, alpha-DG glycosylation AlphaScreen (IIH6); 0% Pro5, 100% B10-LARGE cell signal;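 active = activation of at least 8% versus controls, or a plate z-score of at least 8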;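 note: Pro5 are CHO cells carrying HIG-tagged alpha-DG that lacks glycosylation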
CF NFkB inh – cystic fibrosis NF-kB activation inhibition; inhibition, % at 5 µM; KKLEB NF-kB-GFP reporter, PAF-induced, GFP fluorescence overnight; 360,000 compounds, 0.86% hits;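 active = at least 50% inhibition at 5 µM, scaled per plate between neutral and stimulator controls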;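 note: PAF is a Pseudomonas aeruginosa culture filtrate used as stimulus; plate controls were PAF-stimulated DMSO wells for no effect and unstimulated DMSO wells for full effect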
Peg3 promoter – inhibitors of Peg3 promoter; HeLa PEG-Prom luciferase reporter, luminescence, overnight; inhibition, % at 20 µM; 360,000 compounds, 1.7% hits; AID 588405;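 active = inhibition of at least 50% at 20 µM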
Shn3 inh set2 – inhibitors of Schnurri-3 3'UTR reporter in osteoblasts; Clone20 osteoblast Shn3 3'UTR firefly luciferase, 24 h; inhibition, % at 12.5 µM; 360,000 compounds, 0.52% hits; AID 588674;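 active = mean inhibition of at least 75% with every replicate also reaching 75%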;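 note: 0% = median of neutral control wells and 100% = pilot-screen positive control compound; some compounds past the cut are filed as inactive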
TRPM1 prom inh – MITF TRPM1 promoter inhibition in SK-MEL-5 cells. inhibition, % at 12.5 µM. SK-MEL-5 TRPM1 promoter luciferase, 24 h. 330,000 compounds, 0.83% hits;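 active = mean inhibition across replicates of 60% or more, whatever share of single replicates reaches that level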; note: values of inactives mirror those of a sister screen read the other way
Active calls of the source: *; · = not tested or not shown. No enrichment for hits; about 4.4% have a hit in one of these screens.

SMILES | KKLEB tox | hiPSC survival | NR2E3 ag-1 | NR2E3 ag-2 | TWEAK-Fn14 inh | HIF-2a inh | aDG glyco act | CF NFkB inh | Peg3 promoter | Shn3 inh set2 | TRPM1 prom inh
Cn1nc(C(F)(F)F)c(-c2ccc(F)cc2)c1NC(=O)CSCC(=O)O | 3 | 0.3 | 4 | -7 | 14 | 15 | -0.1 | -37 | 6 | 16 | 2
O=C(Cn1cnc2ccccc21)N/N=C/c1ccc([N+](=O)[O-])cc1 | 8 | 0.9 | -2 | 21 | 16 | 17 | 0.6 | -20 | 20 | -14 | 8
NC(=S)c1c(Cl)cc(C(F)(F)F)cc1Cl | -1 | 0.9 | 1 | 3 | 6 | 14 | 0.2 | -20 | 9 | 4 | -1
CCOC(=O)C1CCC(=O)C1 (stereo not drawn) | -2 | -2.2 | · | -27 | 21 | 4 | 0.1 | -1 | 6 | -3 | 0
COc1ccc(-n2nc(C(=O)NCC(=O)NC3CCCCCC3)c3ccccc3c2=O)c(OC)c1 | 2 | -0.4 | 2 | -10 | -1 | 3 | -0.2 | 14 | -15 | -6 | -12
O=[N+]([O-])c1cc2c(c([N+](=O)[O-])c1)Nc1ccccc1O2 | -3 | -1.0 | · | -31 | 18 | -27 | 0.0 | -49 | 38 | 33 | ·
O=C(OCC(=O)N1CCOCC1)c1ccc(O)cc1 | 8 | 0.2 | 1 | -34 | 0 | -4 | 0.0 | 4 | -7 | 6 | 2
CC(=O)Nc1cccc(NC(=O)c2sc3ncn(CC(=O)N4CCCCC4)c(=O)c3c2C)c1 | 4 | -0.3 | · | -20 | 1 | 2 | -0.1 | 5 | 18 | 1 | 0
CN1CCN(C(=S)c2cn(CCOc3ccccc3)c3ccccc23)CC1 | 4 | 7.1 | -1 | 0 | -2 | -5 | -0.1 | 5 | -3 | -2 | -13
NNC(=O)c1ccc(Cl)cc1Cl | 6 | -3.2 | 1 | -12 | -7 | -4 | -0.1 | -4 | 4 | -13 | 15
COc1ccc(/C=C2\N=C3CCCN3C2=O)cc1 | 6 | 0.5 | -1 | -2 | -2 | -63 | -0.1 | -12 | -216 | 5 | -26
Cc1nc(SCC(N)=O)[nH]c(=O)c1Cc1ccc(OC(C)C)cc1 | -2 | -0.8 | 7 | -22 | -17 | 18 | -0.1 | 6 | -19 | -10 | 9
Cc1ccc(C(=O)NC(=S)Nc2ccc(N3CCOCC3)cc2)cc1 | 16 | 0.5 | 5 | -6 | -18 | -15 | -0.1 | 3 | -17 | 19 | 0
CNc1ncnc2c1ncn2-c1ccccc1 | -5 | -0.8 | · | -60 | -12 | -138 | 0.0 | 30 | -128 | -37 | -39
O=C(CCC(=O)Nc1ccc(Cl)cc1Cl)NNC(=O)[C@@H]1CCCC[C@@H]1C(=O)O | 0 | -2.9 | 0 | -26 | 7 | 7 | 0.0 | 18 | 8 | -9 | -9
Cc1ccccc1NC(=O)COC(=O)CNC(=O)c1sc2ccccc2c1Cl | 1 | 4.6 | 7 | -14 | 5 | 7 | 0.0 | 6 | 1 | 6 | 5
NC(=O)c1ccsc1NC(=O)COC(=O)c1ccccn1 | 6 | -0.6 | 1 | 13 | 14 | 2 | 0.1 | -1 | -1 | -4 | -8
O=Cc1cccc(Oc2ncccn2)c1 | -1 | 0.2 | -1 | -23 | 17 | 5 | -0.2 | -17 | -1 | -8 | 6
Cc1cc(C)c(OCC(O)CN2CCN(c3ccccn3)CC2)c(C)c1 (stereo not drawn) | 9 | -0.9 | -2 | -21 | 7 | 20 | 0.3 | -11 | 11 | -13 | -43
CN(C)CCN1C(=O)c2ccccc2C1=O | 13 | -3.1 | 3 | -7 | 2 | -1 | -0.3 | -28 | 8 | 4 | -3
O=C(CN(CC1CCCO1)C(=O)CNS(=O)(=O)c1ccc(F)cc1)NC1CCCCC1 (stereo not drawn) | 5 | 0.6 | 4 | -19 | 6 | 7 | -0.2 | -4 | 2 | 1 | -2
O=C(c1ccc(S(=O)(=O)Nc2ccccc2F)cc1)N1CCCC1 | -4 | -0.2 | · | -7 | -13 | -3 | -0.2 | 12 | 5 | -7 | 6
COc1ccc(-n2nc(C(=O)NCC(=O)N3CCN(c4ccccn4)CC3)c3ccccc3c2=O)cc1 | -2 | -3.4 | -2 | -37 | 21 | -110 | 0.0 | -2 | -98 | -27 | -38
Cc1ccccc1CC1SC(N)=NC1=O (stereo not drawn) | -10 | 1.3 | 4 | 7 | 0 | -11 | -0.4 | 2 | 9 | 7 | -9
Cc1cc(C)n2c(SCC(=O)Nc3ccc(F)cc3)nnc2n1 | 19 | -0.4 | 1 | -15 | -2 | 5 | 0.0 | -27 | -11 | 3 | 6
O=C(c1ccc2ccccc2c1)N1CCOCC1 | 5 | 0.2 | -4 | 5 | -35 | -13 | -0.2 | 11 | 2 | -5 | -8
CCN(CC)S(=O)(=O)c1cc(C(=O)Nc2cc(Cl)ccc2N2CCN(C)CC2)ccc1Cl | -34 | -1.9 | 2 | 3 | 8 | -17 | 1.1 | 29 | 38 | 24 | 5
COc1ccc(CCC(=O)OCC(=O)NCc2ccccc2)cc1 | -4 | -1.5 | 0 | -9 | -19 | 17 | -0.3 | 9 | 18 | -6 | -1
Cc1cc(C(=O)CSc2nnc(-c3ccccc3)n2Cc2ccc3c(c2)OCO3)c(C)n1C | 2 | -0.5 | 0 | -10 | -6 | 37 | 0.0 | 7 | 4 | 19 | 12
COc1ccc(S(=O)(=O)N2CCOCC2)cc1NC(=O)CN1CCN(C)CC1 | -5 | -0.4 | -2 | 3 | -6 | 9 | 1.8 | -5 | 5 | -7 | -14
CCc1ccc(Nc2cnn(C34CC5CC(CC(CC(=O)O)(C5)C3)C4)c(=O)c2Cl)cc1 | 4 | 0.1 | -1 | -8 | 2 | 7 | -0.2 | 12 | -3 | -1 | -1
CC(=O)c1ccc(N2CCN(C(=O)CCCn3c(=O)[nH]c4ccsc4c3=O)CC2)cc1 | 4 | -0.2 | 7 | -31 | -27 | 11 | 0.0 | 4 | 0 | 5 | -16
CSC(=S)N/N=C/c1ccc(Br)cc1 | 5 | -0.7 | -1 | -4 | -1 | 5 | 0.4 | 4 | 7 | -13 | -4
N#CC1=C(N)N(c2ccccc2Sc2ccccc2)C(=O)C1 | 5 | 1.1 | 6 | -18 | 16 | 20 | 0.1 | 4 | 21 | 11 | 10
O=C(NC1CCCCC1)C(c1ccc(F)cc1)N(CCCN1CCOCC1)C(=O)c1ccc(CN2CCOCC2)o1 (stereo not drawn) | 8 | 0.0 | 1 | 9 | -7 | 11 | -0.2 | 0 | -8 | 8 | 0
CC(C)CC1NC(=O)c2cc3ccccc3cc2-n2c1nc1cc(Cl)ccc1c2=O (stereo not drawn) | -23 | 4.4 | · | -33 | 19 | 28 | 0.1 | -2 | 3 | 66 | ·

Results in KKLEB tox, Shn3 inh set2 and aDG glyco act, for some of the entries so far:
compound	KKLEB tox	Shn3 inh set2	aDG glyco act
O=C(CCC(=O)Nc1ccc(Cl)cc1Cl)NNC(=O)[C@@H]1CCCC[C@@H]1C(=O)O	0	-9	0.0
Cc1ccccc1NC(=O)COC(=O)CNC(=O)c1sc2ccccc2c1Cl	1	6	0.0

The list continues:
SMILES | KKLEB tox | hiPSC survival | NR2E3 ag-1 | NR2E3 ag-2 | TWEAK-Fn14 inh | HIF-2a inh | aDG glyco act | CF NFkB inh | Peg3 promoter | Shn3 inh set2 | TRPM1 prom inh
COc1ccc(N(CC(=O)N/N=C/c2ccc(OC)cc2OC)S(=O)(=O)c2ccccc2)cc1 | 1 | -0.6 | 0 | -13 | 26 | 12 | 0.2 | -20 | -11 | -8 | 6
COC(=O)C1=C(C)N(c2cc(Cl)cc(Cl)c2)C(=O)C1 | -2 | -3.5 | -1 | -8 | 13 | 15 | -0.1 | -1 | 19 | 9 | -22
O=C(NCCCn1ccnc1)c1csc2ccccc12 | 8 | -0.5 | 4 | -9 | -3 | 12 | 0.1 | -4 | -1 | -15 | 13
Cc1c(C(=O)N2CCCCC2)c(S(=O)(=O)N2CCC(C)CC2)c(C)n1C | -8 | 0.3 | -3 | -15 | 24 | 14 | -0.2 | 14 | -2 | -9 | -3
NC(Cc1c[nH]c2ccccc12)C(=O)NCc1ccccc1 (stereo not drawn) | 1 | 0.9 | -5 | -7 | -4 | 17 | 0.0 | 4 | -9 | -6 | -7
CSc1ccc(CN2CCC2(C)C(=O)NCc2ccccc2Br)cc1 (stereo not drawn) | -10 | -2.0 | · | 14 | 10 | 6 | 0.1 | 15 | 8 | 8 | ·
O=C(O)CC1(CC(=O)NCc2cc(F)cc3c2OCOC3)CCCCC1 | 3 | 0.0 | 3 | 7 | 1 | 15 | 0.1 | -8 | -1 | 4 | -8
c1ccc(-c2ccc(-n3ccnc3)cc2)cc1 | -1 | -1.3 | 1 | -91 | -30 | -248 | 0.6 | -8 | -239 | -27 | -69
O=C1NC(c2ccc3c(c2)OCO3)Oc2ccccc21 (stereo not drawn) | 9 | 4.5 | -2 | 7 | 20 | 12 | -0.2 | 8 | -56 | -12 | 2
COC(=O)c1ccc(/C=N/NC(=O)C2CC(=O)N(c3ccc(OC)cc3)C2)cc1 (stereo not drawn) | 29 | -0.6 | 1 | 29 | 4 | 7 | -0.2 | -58 | 11 | 18 | -4
COC(=O)c1c(N)c(C#N)c(C)n1-c1ccccc1 | 3 | 3.0 | -1 | 7 | 22 | -7 | -0.3 | 1 | 5 | -21 | 7
O=C(Nc1ccc(S(=O)(=O)NCC2CCCO2)cc1)c1cccc(F)c1 (stereo not drawn) | 3 | 0.3 | 0 | 5 | 4 | -10 | 0.1 | -6 | -3 | 27 | 12
CC(C)CNC(=O)c1cc(=O)[nH]c2ccc(S(=O)(=O)Nc3ccc(F)cc3)cc12 | 5 | -0.5 | 3 | -12 | 31 | 11 | 0.1 | 12 | 3 | 7 | 1
CC(C)C1C(=O)N(Cc2cn(CCC3OCCCO3)nn2)CCS(=O)(=O)N1Cc1ccc(-c2ccc(Cl)nc2)cc1 (stereo not drawn) | -9 | 1.2 | · | -21 | -10 | -226 | -0.2 | 18 | -61 | -2 | ·
O=C(c1ccncc1)N1CCN(CCc2ccccc2)CC1 | 3 | -0.5 | -1 | 7 | -14 | 10 | -0.1 | 5 | 10 | -16 | 8
Cc1cccc(C2(c3cccc(C)c3)CC2C(=O)Nc2ccc([N+](=O)[O-])cc2O)c1 (stereo not drawn) | -62* | 0.0 | -4 | 86* | 74* | 22 | -0.4 | 58* | 54* | 73 | 66*
CCOC(=O)N1CCC(N2CCCC(C(=O)c3cc(F)ccc3OC)C2)CC1 (stereo not drawn) | 10 | -1.0 | 2 | 19 | 0 | 9 | 0.3 | -16 | 10 | 0 | 7
CC1CCN(CCC(=O)N2CCCc3c2c(=O)oc2ccc(O)cc32)CC1 | 2 | -1.7 | -1 | -32 | 8 | 4 | 0.0 | -8 | 40 | -2 | 4
Cc1noc(C(=O)Nc2cccnc2)c1Cl | -7 | 1.2 | 2 | -2 | 1 | -17 | -0.2 | -9 | 5 | -28 | ·

Source: PubChem BioAssay
